Compound activity (PubChem)
S3 lipid droplet: qHTS Assay for Lipid Storage Modulators in Drosophila S3 Cells | Drosophila S3 cells, BODIPY lipid droplet fluorescence, 18-24 h; cells fed with added oleic acid | Potency in µM for hits, for the others lipid storage change, negative = inhibition, % at the top dose, mostly 46.1 µM | actives 0.64% (n = 320,000) | AID 2685, 2010; active = well fitted inhibition curve with a large enough effect in the signal ratio, with a control signal flat, not every such curve was filed as active; inconclusive = small, poorly fitted or top-dose-only effect, or effect the other way, or a change in a side signal; the % refers to the signal ratio
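Laser-scanning cytometry quantifies lipid droplet accumulation (500–530 nm total intensity; droplet/cell object ratio) in oleic acid-fed (400 uM added) Drosophila S3 cells treated with a concentration series. 20 uM Triacsin C defined 100% inhibition.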
S3 lipid droplet cell count max: further read-out of S3 lipid droplet, marked with its call; cell number change, %; measured here: cell count max response;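 cells counted by Cell Tracker Red CMTPX staining in the red channel; peak over a dose series mostly up to 46.1 µM; percent activity relative to internal control wells on each plate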
Numbers without * were called inactive; i = inactive; ? = inconclusive; . = not tested or not shown; [ ] = another dose, or the depositor's remark. % is scaled to controls: 0 for no effect and ±100 for the full control effect; potency is read from the fitted curve at half-maximal effect. An excerpt. The share of hits here may be higher or lower than overall.

SMILES	S3 lipid droplet	S3 lipid droplet cell count max
COc1ccc(OCCNC(=O)C(Cc2c[nH]c3ccccc23)NC(C)=O)cc1 (stereo not drawn)	?	.
O=C(O)c1cccc(CSc2nnc(-c3cccnc3)o2)c1	i	-8.4
COCc1ccc(C(=O)NC(C)c2cnn(-c3ccccc3C)c2C)o1 (stereo not drawn)	?	.
Cc1ccc(NC(=O)Cc2nnc(SCC(=O)Nc3ccc(N4CCOCC4)cc3)n2C)cc1	?	.
Cc1cc(C)c(C#N)c(SCc2ccccc2[N+](=O)[O-])n1	?	.
CC(=O)Nc1ccc(-c2cc(C(=O)O)c3ccccc3n2)cc1	?	.
CN(C)CCCN(C(=O)c1ccc(S(=O)(=O)N(C)Cc2ccccc2)cc1)c1nc2cc3c(cc2s1)OCO3	17.3%	7.8
CCOC(=O)Cn1c(=O)n(C2CCCC2)c(=O)c2ccccc21	?	.
COc1ccc(NC(=O)C2CCC(N3C(=O)C4CCCCC4C3=O)CC2)cc1 (stereo not drawn)	?	.
CCC(CO)Nc1ccc(-c2nn(C)c(=O)c3ccccc23)cc1[N+](=O)[O-] (stereo not drawn)	?	.
Cc1c(O)c(=O)ccn1C	?	-8.2
CC1CN/C(=C\C(=O)c2ccccc2)C(=O)N1 (stereo not drawn)	20.7%	-1.0
COc1ccc(CNc2oc(COc3ccccc3)nc2C#N)cc1	16.2%	-6.4
Cn1c(=O)c2c(ncn2CCNC2=NCCCCC2)n(C)c1=O	?	.
O=C(CN1CCN(Cc2ccccc2)CC1)Nc1ccc2c(c1)CCC2	?	.
Cc1nonc1C(=O)N1CCCC(Nc2ccc(C(C)C)cc2)C1 (stereo not drawn)	181.0%	-6.9
CC(=O)N1CCC(C(=O)NC2CCCc3c2cnn3-c2cc(F)cc(F)c2)CC1 (stereo not drawn)	?	.
CCCn1nc(NS(=O)(=O)c2ccccc2)c2cc3cc(C)ccc3nc21	1.1%	0.4
Cc1ccc(NC(=O)COC(=O)Cc2csc(-c3ccc(Cl)cc3)n2)cc1C	26.7%	.
CCOc1ccccc1NC(=O)c1cc(-c2cc(OC)c(OC)c(OC)c2)nc2ccccc12	?	.
Cc1cc(N2CC(C)OC(C)C2)n2cc(-c3ccccc3)nc2n1 (stereo not drawn)	12.6%	27.5
Cc1cc2ccccc2n2c(SCC(=O)NCC3CCCO3)nnc12 (stereo not drawn)	?	.
Cc1ccc(CNc2nc3ccccc3n3nnnc23)cc1	?	.
COc1cccc(C(=O)N/N=C(\C)CC(=O)Nc2ccc(N(C)C)cc2)c1	i	-27.0
Cc1ccc(-c2nc(N/N=C/c3cccnc3)c3ccccc3n2)cc1	?	.

5 entries from above, with values ahead of the structure:
S3 lipid droplet | S3 lipid droplet cell count max | SMILES
26.7% | . | Cc1ccc(NC(=O)COC(=O)Cc2csc(-c3ccc(Cl)cc3)n2)cc1C
? | . | CCOc1ccccc1NC(=O)c1cc(-c2cc(OC)c(OC)c(OC)c2)nc2ccccc12
12.6% | 27.5 | Cc1cc(N2CC(C)OC(C)C2)n2cc(-c3ccccc3)nc2n1 (stereo not drawn)
? | . | Cc1cc2ccccc2n2c(SCC(=O)NCC3CCCO3)nnc12 (stereo not drawn)
? | . | Cc1ccc(CNc2nc3ccccc3n3nnnc23)cc1

Other structures follow.
SMILES	S3 lipid droplet	S3 lipid droplet cell count max
CCOc1ccc(/C=C/C(=O)OC(C)C(=O)NC2CCCCC2C)cc1OC (stereo not drawn)	?	.
COc1ccc(CNS(=O)(=O)c2c(C)[nH]c(C)c2C(=O)N2CCCC2)cc1	-7.8%	.
COc1ccccc1NC(=O)CCN1C(=O)/C(=C/c2cc(OC)c(OC)c(OC)c2)SC1=S	?	.
Cc1cc(CNC(=O)c2cccc([N+](=O)[O-])c2)c2ccccc2n1	-4.8%	-12.1
CCN(CC)S(=O)(=O)c1ccc(C)c(NC(=O)CNCCN(C(C)C)C(C)C)c1	10.4%	-4.8
O=C(Nc1sc2c(c1C(=O)O)CCC2)c1ccccc1	i	23.0
CCOc1ccc(NC(=O)CC(=O)Nc2ccc(OCC)cc2)cc1	?	.
CC(=O)N1CCOc2ccc(S(=O)(=O)N3CCN(c4cc(C)ccc4C)CC3)cc21	?	.
O=C(CSc1n[nH]c(=O)[nH]c1=O)c1ccc([N+](=O)[O-])cc1	19.2%	.
O=C(c1cc2nc(-c3ccccc3)cc(-c3ccccc3)n2n1)N1CCN(C(=O)c2ccco2)CC1	?	.
Cc1ccc2nc(SCC(=O)Nc3ccc(Br)cc3)nc(=O)n2c1	-21.1%	-15.9
Cn1c(SCc2c(F)cccc2Cl)nnc1-c1cnccn1	12.6%	-17.4
Cn1c(CC(=O)NC(C)(C)CO)c(Sc2ccccc2)c2ccccc21	0.5%	6.4
CC12CCC(=O)N1C(C(=O)NCc1ccc(Cl)cc1Cl)CS2 (stereo not drawn)	-14.0%[0.0737 µM]	14.8
CCOC(=O)c1oc2ccccc2c1NC(=O)c1cccs1	10.4%	6.7
CCOc1cc(/C=N/NC(=O)c2nn(C)cc2Br)ccc1OCc1ccccc1Cl	12.5%	1.1
Cc1ccc(CNC(=O)C2CCCN2S(=O)(=O)c2ccc(F)cc2)cc1 (stereo not drawn)	?	.
O=C(CCn1c(=S)oc2ccccc21)Nc1ccc2c(c1)OCCO2	?	.
COc1cccc(CNC(=O)CN2C(=O)CC(c3ccccc3)=Nc3ccccc32)c1	?	.
CC1Cc2ccccc2N1C(=O)CSc1nnnn1C1CCCC1 (stereo not drawn)	0.2%	2.6
N/C(=N\OC(=O)c1ccc(Cl)c(Cl)c1)c1cccnc1	?	.
O=C(CCn1c(=O)[nH]c2ccsc2c1=O)Nc1ccc(F)c(F)c1	i	4.7
CCOC(=O)c1c(C)[nH]c(C2=NNC(=NC(C)COC)SC2)c1C (stereo not drawn)	-2.4%	4.4
COc1cccc(CN2CCN(Cc3cc4ccccc4o3)CC2CCO)c1 (stereo not drawn)	?	.
COc1cc(OC)cc(C(=O)Nc2ccccc2N2CCOCC2)c1	?	.
(next part)
SMILES	S3 lipid droplet	S3 lipid droplet cell count max
O=C(Cn1nnc(N2CCCCC2)n1)c1ccc(Cl)c(Cl)c1	10.3%	-9.6
COc1ccc(OC)c(NC(=O)COC(=O)c2cc3c(s2)CCC3)c1	?	.
CCN(CC)S(=O)(=O)c1cc(C(=O)NC2=NCCS2)ccc1Cl	?	.
O=C(c1ccsc1)N1CCCC(N2CCOCC2)C1 (stereo not drawn)	i	7.5
CCOc1ccc(-c2nnc(SCC(=O)N3CCOCC3)o2)cc1	?	.
C/C(=N\NC(=O)C1CC1)c1ccc(C)c(C)c1	?	.
CCN(CC)C(=O)C(=O)c1cn(CC(=O)NCC2CCCO2)c2ccccc12 (stereo not drawn)	8.8%	15.6
CCOc1ccc(S(=O)(=O)Nc2cccc(C(=O)NCCCN3CCCC3=O)c2)cc1	?	.
CCN(CC(=O)Nc1ccccc1C(F)(F)F)C(=O)CCSc1ccc(F)cc1	?	.
COCCCN1C(=O)c2ccc(C(=O)OCC(=O)N3CCN(c4ccccc4)CC3)cc2C1=O	?	.
Cc1ccnc(N/C=C(/NC(=O)c2ccccc2)C(=O)N/N=C\c2ccc(Cl)cc2)n1	?	.
COc1cc(Cl)c(C)cc1NC(=O)[C@@H]1CCCN1C(=O)c1cccs1	9.8%	-2.0
CS(=O)(=O)N(CC(=O)N/N=C/c1cccs1)c1cccc(Cl)c1Cl	?	.
O=C(NC1CCCCC1)N1CCCCCC1	?	.
CCCOc1ccc(N2C(=O)CC(N3CCN(CCN=CC4C(=O)CC(C)(C)CC4=O)CC3)C2=O)cc1 (stereo not drawn)	?	.
CCNc1ccc(C(=O)OCC(=O)N2c3ccccc3NC(=O)C2(C)C)cc1[N+](=O)[O-]	?	.
CCSc1c(-c2ccccc2)nc2c(C)cccc2c1C(=O)O	?	.
COc1ccc(C2C3=C(CCCC3=O)Nc3nc(C(F)(F)F)nn32)c(OC)c1OC (stereo not drawn)	i	.
CC1CC(c2ccccc2)n2nc(NC(=O)CCc3ccccc3)nc2N1 (stereo not drawn)	24.9%	5.3
COc1cc(/C=N/n2cnnc2)ccc1OCC(=O)N1CCOCC1	-8.3%	-12.5
CC(C)CC(=O)NC(=S)Nc1nc(-c2cccc3ccccc23)cs1	13.1%	-9.9
CCN1CCCC1CNC(=O)CCNC(=O)c1cc(OC)c(OC)c(OC)c1 (stereo not drawn)	?	.
CC(C)(C)c1ccc(C(=O)N2CCCN(c3ccc([N+](=O)[O-])cn3)CC2)cc1	-5.6%	-22.2
NC(=O)c1ccc(NS(=O)(=O)c2ccc(Br)s2)cc1	?	.
NC(=O)CSc1nc2ccccc2nc1SCC(N)=O	?	.
(further entries)
SMILES	S3 lipid droplet	S3 lipid droplet cell count max
Cc1ccc(C(=O)COC(=O)c2n[nH]c(=O)c3ccccc23)cc1	?	.
CCC(C)(C)NC(=O)C(c1ccncc1)N(C(=O)c1sc(C)nc1C)c1ccc(F)cc1 (stereo not drawn)	8.8%	-12.0
Cc1ccc[n+](C(C)C(=O)c2ccc(Cl)cc2)c1 (stereo not drawn)	?	.
CC(C)(C)c1ccc(S(=O)(=O)N2CCN(CC(O)COCC3CCCO3)CC2)cc1 (stereo not drawn)	11.2%	1.4
O=C(COC(=O)CNC(=O)c1ccc(F)cc1)Nc1cccc(S(=O)(=O)N2CCCC2)c1	6.8%	12.0
Cc1ccc2nc(SCC(=O)NCc3ccco3)nc(=O)n2c1	?	.
COc1ccc(-n2nc(C(=O)NCC(=O)NC3CCCC(C)C3C)c3ccccc3c2=O)cc1 (stereo not drawn)	?	.
Nc1nc(SCCO)[nH]c(=O)c1NC(=O)c1ccc(Br)o1	7.1%	7.0
COc1cc([N+](=O)[O-])ccc1NC(=O)NCc1ccco1	?	.
COC(=O)c1cccc(NC(=O)NC2CCCN2S(=O)(=O)c2ccc(Cl)cc2)c1 (stereo not drawn)	i	-21.8
CC(C)Cc1cc(C(=O)Nc2sc3c(c2C#N)CCC3)no1	?	.
Cc1nc(-c2ccc(S(=O)(=O)N3CCN(C(c4ccccc4)c4ccccc4)CC3)s2)cs1	?	.
CC(C)(C)N(NS(=O)(=O)c1ccc(F)cc1)c1ccccc1	?	.
O=C1c2ccccc2C(=O)N1c1ncn[nH]1	?	.
CC(C)c1nccn1CCC(=O)O	?	.
COc1ccc(OC)c(NC(=O)C2CC(=O)N(c3ccccc3)C2)c1 (stereo not drawn)	17.8%	-13.4
O=C(NCc1ccccc1)C(c1ccccc1)N(C(=O)c1csnn1)C1CCCC1 (stereo not drawn)	?	.
Cc1cc(Nc2cccc(Cl)n2)n(-c2ccccc2)n1	9.2%	11.2
Nc1ccccc1SCc1csc(-c2ccc(Cl)cc2)n1	5.7%	2.9
COc1cc2c3c(c1)C1(C(=O)N3C(C)(C)C=C2C)C(C#N)=C(N)Oc2cc(C)oc(=O)c21 (stereo not drawn)	?	.
CCn1c(=O)c2cc(C(=O)N(C)CC(OC)OC)sc2c2ccccc21	3.0%	7.2
CCOC(=O)c1nn(-c2ccccc2F)c(C)c1C(C)=O	26.8%	2.0
COc1ccc(-c2cc(-c3cccs3)nc(OC)c2C#N)cc1OC	?	.
Clc1ccc(-c2c[n+](Cc3ccc(Cl)c(Cl)c3)c3n2CCC3)cc1	0.4%	15.6
COc1ccc(C(=O)NC2CCN(CC(=O)NC3CCCCC3)CC2)cc1	?	.

Overlap with the part before: five compounds; new compounds follow.
SMILES	S3 lipid droplet	S3 lipid droplet cell count max
CCn1c(=O)c2cc(C(=O)N(C)CC(OC)OC)sc2c2ccccc21	3.0%	7.2
CCOC(=O)c1nn(-c2ccccc2F)c(C)c1C(C)=O	26.8%	2.0
COc1ccc(-c2cc(-c3cccs3)nc(OC)c2C#N)cc1OC	?	.
Clc1ccc(-c2c[n+](Cc3ccc(Cl)c(Cl)c3)c3n2CCC3)cc1	0.4%	15.6
COc1ccc(C(=O)NC2CCN(CC(=O)NC3CCCCC3)CC2)cc1	?	.
Cc1cccc(-n2ncc3c2CCCC3NC(=O)CCN2CCCCO2)c1C (stereo not drawn)	-15.7%	-4.7
Cc1nn(CC(=O)Nc2ccc(C(=O)N3CCCCC3)cc2)c(=O)c2ccccc12	i	.
CCN1CCN(C(=O)c2c(-c3c(Cl)cccc3Cl)noc2C)CC1	-1.6%	11.3
C/C(=N\NC(=S)NCCc1ccccc1)c1cccs1	?	.
COc1ccccc1NC(=O)CSc1nnc(COc2ccc(Cl)cc2)n1Cc1ccco1	?	.
O=C(NCc1ccccc1)C1CCCN(S(=O)(=O)c2ccc(-n3cnnn3)cc2)C1 (stereo not drawn)	i	16.2
CCOCCCNC(=O)c1c(N)n(-c2ccc(S(N)(=O)=O)cc2)c2nc3ccccc3nc12	i	-18.7
Nc1nc(COc2ccc(Cl)cc2)cs1	?	.
O=C(NCC1CC1)NC(=O)c1c(F)cccc1Cl	?	.
Cc1ccc2nc(N/C(N)=N/S(=O)(=O)c3ccc([N+](=O)[O-])cc3)nc(C)c2c1	?	.
CCc1ccc(/C=C2\SC(N3CCCC3)=NC2=O)cc1	3.7%	-7.1
O=C(COC(=O)c1cccc(O)c1)NCc1ccc2c(c1)OCO2	-14.2%	-1.5
Cc1ccc(-c2nc3c(c(=O)[nH]c(=O)n3Cc3ccccc3)n2C)s1	2.1%	11.9
CCOc1ccc2nc(NC(=O)c3ccco3)sc2c1	?	.
CS(=O)(=O)N(CC(=O)NCc1ccco1)c1cccc([N+](=O)[O-])c1	?	.
